14-3-3 Bad inh: inhibitors of 14-3-3 zeta/Bad binding, primary screen, biochemical, TR-FRET, bovine 14-3-3 zeta; 14-3-3 protein zeta/delta (Bos taurus), P63103; TR-FRET 14-3-3zeta/Dy647-pBad peptide displacement, 1 h; inhibition, % at 21.7 µM; hit rate 0.71% among 220,000; AID 781, 2007;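 active = inhibition above about 70%, limit read from the data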;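 note: 0% = full 14-3-3 plus peptide FRET controls and 100% = background without 14-3-3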
Target sequence (P63103 whole entry, looked up): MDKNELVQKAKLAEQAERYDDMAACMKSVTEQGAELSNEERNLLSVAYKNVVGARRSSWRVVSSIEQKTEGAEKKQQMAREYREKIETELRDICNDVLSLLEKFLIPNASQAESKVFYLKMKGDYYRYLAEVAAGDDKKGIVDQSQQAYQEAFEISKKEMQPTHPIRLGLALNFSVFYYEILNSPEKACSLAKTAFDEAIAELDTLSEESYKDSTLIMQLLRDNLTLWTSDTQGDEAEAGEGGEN
Hck Nef HTS: inhibitors of Nef-activated human Hck kinase, primary screen, biochemical, Z-Lyte FRET, 384-well, Hck-YEEI; inhibition, % at 20 µM; hit rate 0.68% among 220,000; Recombinant Hck-YEEI plus Nef, Z-Lyte FRET kinase assay;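 active = Hck-Nef kinase inhibition above about 50%, limit read from the data; inactive = inhibition below that limit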;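 note: 0% = DMSO with Hck plus Nef and 100% = Hck alone without Nef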
TbHK1 inh: Trypanosoma brucei hexokinase 1 inhibitors, primary screen, biochemical, G6PDH-coupled NADH absorbance, MLSCN library; hexokinase 1 [Trypanosoma brucei]; recombinant TbHK1, G6PDH-coupled NADH A340; inhibition, % at 10 µM; hit rate 0.11% among 220,000;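 active = inhibition of 50% or more in the single-dose primary screen; inactive = inhibition below 50%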
EBV gp42 block: Epstein-Barr virus gp42 inhibitors, primary screen, biochemical, uHTS, fluorescence polarization; AID 1085, 2008; inhibition, % (tested at 21.74 µM); hit rate 0.42% among 220,000; Glycoprotein 42 (Epstein-Barr virus (strain AG876)), Q1HVG2; Fluorescence polarization binding assay, mP read-out; in the data active = inhibition above about 50%
Target sequence (Q1HVG2 whole entry, looked up): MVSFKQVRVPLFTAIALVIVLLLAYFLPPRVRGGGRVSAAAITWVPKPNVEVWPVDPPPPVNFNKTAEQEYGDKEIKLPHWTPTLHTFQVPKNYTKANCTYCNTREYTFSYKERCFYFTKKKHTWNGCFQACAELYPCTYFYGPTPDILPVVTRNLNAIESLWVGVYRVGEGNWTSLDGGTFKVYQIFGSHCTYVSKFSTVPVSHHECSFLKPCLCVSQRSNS
zVAD death inh: inhibitors of zVAD-triggered necroptosis, primary screen, L929 cells. L929 zVAD necroptosis rescue, ATP luminescence, 24 h; with zVAD 60 µM. viability rescue, % at 10 µM. hit rate 0.38% among 220,000. AID 1377, 2008;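 active = activation, scaled between plate controls, above about 75%, limit read from the data; inactive = activation under that limit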;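 note: 0% = zVAD with DMSO and 100% = DMSO alone without zVAD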
Runt-SMMHC FRET: inhibitors of RUNX1 Runt–CBFb-SMMHC binding, primary screen, biochemical, FRET, Cerulean-Runt, Venus-CBFb-SMMHC, uHTS; hit rate 0.74% among 220,000; Cerulean-Runt/Venus-CBFb-SMMHC FRET ratio 530/480, 1 h; Runt-related transcription factor 1 (Homo sapiens) + Core-binding factor subunit beta …; inhibition, % at 20 µM;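 active = mean inhibition across duplicate retests at 20 µM reaching about 50%, limit read from the data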;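 note: 0% = DMSO wells and 100% = wells with excess untagged CBFb-SMMHC; inhibitors lower the FRET ratio by blocking Runt binding to CBFb-SMMHC; some results filed as inactive read as strong as hits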
Runt-CBFb FRET: inhibitors of RUNX1 Runt–CBFb binding, primary screen, biochemical, FRET, Cerulean-Runt, Venus-CBFb, uHTS; hit rate 0.46% among 220,000; Cerulean-Runt/Venus-CBFb FRET ratio 530/480, 1 h; inhibition, % at 20 µM;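 active = inhibition over about 50% at 20 µM in the single-dose screen, limit read from the data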;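 note: 0% = DMSO wells and 100% = excess unlabeled CBFb competitor control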
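Doses: 20 µM compound in 1% DMSO | Material: Cerulean-labeled Runt domain protein | Amount: Each fluorescent fusion protein 100 nM | Schedule: Two 1 h room-temperature incubations shielded from light | Measured by: FRET fluorescence | Evaluation: Loss of energy transfer signal | Controls: Unlabeled CBFb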
NCF1 inh: p47phox/p22phox peptide binding inhibitors, primary screen, biochemical, uHTS, NADPH oxidase regulatory subunit. Neutrophil cytosol factor 1 (Homo sapiens), P14598. fluorescence polarization, 2 h. inhibition, % at 24.7 µM. hit rate 0.53% among 220,000. AID 1274, 2008;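 active = inhibition above about 30%, limit read from the data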;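 note: 0% = p47phox with labelled peptide and 100% = labelled peptide alone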
Mdm2 ligase inh: MDM2-luciferase reporter signal enhancers, primary screen, MDM2 E3 ligase inhibitor project, cell-based, luminescence, 1536-well | E3 ubiquitin-protein ligase Mdm2 (Homo sapiens), Q00987 | cell-based MDM2 ubiquitination luciferase reporter, 2 h; 0 = plate control, 100 = twice control, blank-subtracted | signal enhancement, % at 5 µM | hit rate 0.11% among 210,000;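 active = signal enhancement of 30% or more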;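 note: luminescence tracks abundance of the self-degrading MDM2-luciferase fusion protein; higher signal means inhibition of MDM2 E3 ligase activity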
Target sequence (Q00987 whole entry, looked up, the tested form may be a part): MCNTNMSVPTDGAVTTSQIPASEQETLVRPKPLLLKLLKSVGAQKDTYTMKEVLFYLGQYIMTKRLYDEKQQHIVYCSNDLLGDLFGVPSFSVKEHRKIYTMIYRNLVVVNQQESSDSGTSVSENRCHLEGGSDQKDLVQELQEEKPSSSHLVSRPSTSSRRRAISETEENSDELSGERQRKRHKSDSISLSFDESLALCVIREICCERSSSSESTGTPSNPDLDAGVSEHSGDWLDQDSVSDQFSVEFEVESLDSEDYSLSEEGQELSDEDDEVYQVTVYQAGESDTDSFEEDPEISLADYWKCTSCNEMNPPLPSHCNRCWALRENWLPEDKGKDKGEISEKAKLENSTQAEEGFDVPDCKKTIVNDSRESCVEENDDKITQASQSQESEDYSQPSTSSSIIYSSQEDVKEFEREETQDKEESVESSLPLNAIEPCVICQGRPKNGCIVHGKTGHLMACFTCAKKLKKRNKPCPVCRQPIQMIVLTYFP
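Buffer or medium: Cells held in DMEM | Assay system: Stable mammalian line carrying autodegrading MDM2–luciferase fusion reporter | Quantity: 2000 cells/well | Times: 4 h settle plus 2 h compound, 37 °C | Doses: One concentration, 5 µM, with 0.2% DMSO | Technique: Luminescence with SteadyLite reagent, 15 min at room temperature | Benchmarks: Plate controls and plate blanks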
* hit, by the source's call; . = no result given; & = joins results of further samples; [ ] = dose if it differs, or a comment.

SMILES	14-3-3 Bad inh	Hck Nef HTS	TbHK1 inh	EBV gp42 block	zVAD death inh	Runt-SMMHC FRET	Runt-CBFb FRET	NCF1 inh	Mdm2 ligase inh
CNc1nc(Oc2ccc(C(=O)OC)cc2)nc(SC)n1	-4	5	6	13	-0.3	0	-1	-3	4
OCCSc1nncn1/N=C/c1c[nH]c2ccccc12	-5	2	-25	-1	0.8	-1	-1	-9	5
COc1ccccc1NC(=O)N1CCc2[nH]c3ccc(Cl)cc3c2C1	2	0	-9	0	-0.2	-19	-11	-5	.
Cc1cc(C)c(C(=O)Nc2ccccc2)c(CC(C)(C)C(=O)O)c1	-2	0	-3	-9	0.7	-6	0	-2	3
COc1cc(NC(=O)C2CCCCC2)c2ncccc2c1	-2	-17	-9	-13	-0.4	-1	1	-8	-9
Cc1ccc(OCC(O)CN2CCN(Cc3ccc4c(c3)OCO4)CC2)c(C)c1 (stereo not given)	77*	3	5	10	-0.5	0	-2	1	-10
O=C(NCCCn1ncc2ccccc21)c1cc(COc2c(F)cccc2F)on1	-11	19	3	5	1.2	-2	-2	-2	0
CSCCC(NC(=O)c1cc(CC(C)C)oc1C)C(=O)O (stereo not given)	14	1	6	-17	-0.2	1	0	-6	5
O=C(CSc1n[nH]c(=O)[nH]c1=O)N/N=C/C=C\c1ccccc1	-20	20	-20	-10	0.4	-6	83*	-4	-8
CCCCN1C(=O)C2(NNc3ccccc3O2)c2ccccc21 (stereo not given)	-3	1	2	-7	0.4	-14	2	-21	-20
C=CCn1c(SCC(=O)N2CCN(c3ccccc3)CC2)nnc1-c1ccco1	-6	-25	5	-17	-0.3	2	3	-8	-9
COc1ccc(OC)c(CN2CCN(C(=O)c3cccs3)CC2)c1	26[fluorescence artefact?]	0	-3	-12	-0.2	-3	-1	-9	11
Oc1ccc(-c2nc3cnccn3c2Nc2ccc3c(c2)OCCO3)cc1	0	17	-33	-6	43	-1	7	-14	-10
CCc1c(O)nc(SCC(=O)c2ccccc2)n(-c2ccccc2)c1=O	-1	24	-12	3	-0.1	2	1	2	6
O=C(NCc1ccc(Cl)cc1)C1CCCO1 (stereo not given)	-3	-13	-7	-1	5.5	1	3	-1	2
CCc1nnc(NC(=S)Nc2ccccc2)s1	-8	22	-11	-31	-2.2	3	5	-26	-14
Cc1cc(NC(=O)/C=C/C(=O)N(CC(=O)NC2CCCC2)c2ccc(F)cc2)no1	1	-6	-1	-8	0.5	0	2	-5	.
Nc1c(C(=O)N2CCOCC2)sc(=S)n1-c1ccccc1	-2	1	-25	-19	-0.1	20	39	-11	6
C#CCOCCOCCOCCNc1nc(N2CCOCC2)nc(N2CCN(C(=O)[C@H]([C@@H](C)CC)n3cc([C@@H](N)CC(C)C)nn3)CC2)n1	-1	1	3	-15	-0.1	1	-1	-10	.
Cc1ccc(S(=O)(=O)/N=C(/c2ccccc2)N(C)c2ccc(O)cc2)cc1	-12	21	2	-18	0.1	-3	-1	1	-19

Filtered by structure, those above with a Cl atom
SMILES	14-3-3 Bad inh	Hck Nef HTS	TbHK1 inh	EBV gp42 block	zVAD death inh	Runt-SMMHC FRET	Runt-CBFb FRET	NCF1 inh	Mdm2 ligase inh
COc1ccccc1NC(=O)N1CCc2[nH]c3ccc(Cl)cc3c2C1	2	0	-9	0	-0.2	-19	-11	-5	.
O=C(NCc1ccc(Cl)cc1)C1CCCO1 (stereo not given)	-3	-13	-7	-1	5.5	1	3	-1	2

New compounds follow
SMILES	14-3-3 Bad inh	Hck Nef HTS	TbHK1 inh	EBV gp42 block	zVAD death inh	Runt-SMMHC FRET	Runt-CBFb FRET	NCF1 inh	Mdm2 ligase inh
Cc1[nH]cc(Br)c(=O)c1Oc1ncc(C(F)(F)F)cc1Cl	0	18	-6	-4	8.1	1	2	0	3
S=C(NC1CCCC1)NC1CCCC1	-11	-6	-3	-11	0.9	0	-1	-26	-13
COc1ccc(F)cc1C(=O)C1CCCN(C(=O)C2=C(C)OCCO2)C1 (stereo not given)	-17	6	-10	-9	0.6	-3	-2	-6	-15
CC(/C=N/N1CCN(c2ccccc2)CC1)=C\c1ccco1	-16	-1	-19	-1	0.0	-2	.	-17	-13
CCN=c1sc(C(=O)NCCc2ccccc2)cc(=O)n1CC	69	9	-4	-13	0.7	1	-3	-16	-7
CCOC(=O)CCc1c(C)c2ccc(OCc3cc([N+](=O)[O-])ccc3OC)c(C)c2oc1=O	40	29	-15	-21	0.6	3	0	30*	-7
COC(=O)CN(c1ccc(C)cc1)S(=O)(=O)c1c(C)[nH]c(=O)[nH]c1=O	-3[fluorescence artefact?]	1	0	-30	-0.1	2	2	-12	-2
O=S(=O)(/C=C/c1ccccc1)N1CCN(c2nc(-c3cccnc3)nc3ccccc23)CC1	-15	7	-22	-33	0.0	-4	-7	-123	2
Cc1nc(/C=C\C(=O)O)c2cc(C)oc2n1	-5	9	-25	3	0.4	1	0	-12	.
COC(=O)c1sc(N(C)C)c(C#N)c1-c1ccccc1	0	2	-38	-12	0.3	0	-2	-2	-27
O=C(NCCSc1ccc(Cl)cc1)c1ccco1	3	0	-3	-11	0.1	2	0	-13	-16
Cc1ccc(-c2nn(-c3cc(N4CCNCC4)ccc3[N+](=O)[O-])c(=O)c3ccccc23)cc1	9	22	2	2	-2.2	0	-5	-9	-11
Cn1cccc1Cc1nnc(SCC(=O)N2CCCC2)n1CCc1ccccc1	5	0	-2	9	-0.5	1	2	3	-15
CC(NC(=O)C1CCCCC1)C(c1cccs1)N1CCOCC1 (stereo not given)	0	30	-2	-16	-0.6	-1	0	-10	-2
c1ccc(Nc2nc(N3CCCCC3)nc(N3CCNCC3)n2)cc1	-10	-2	6	-15	77*	-8	-3	-16	-10
CCN(CC)CCn1c(SCC(=O)NCc2ccco2)nc2c(sc3ccccc32)c1=O	-8	-1	-11	-9	-0.8	8	-1	2	9
S=c1[nH]nc(-c2n[nH]c3c2CCC3)n1/N=C/C=C/c1ccccc1	15	41	-20	-11	1.2	7	10	-19	1
Cc1ccc(S(=O)(=O)/N=C(/c2ccccc2)N2CCOCC2)c(C)c1	-3	-12	-5	-6	0.7	3	-1	8	-3
COc1ccccc1N(C)S(=O)(=O)c1ccc(C(=O)N2CCC(C(N)=O)CC2)cc1	7	1	-2	-16	-0.3	2	2	1	-22
COc1ccc(NC(=O)c2cncc(Br)c2)c(S(=O)(=O)N2CCOCC2)c1	3	2	-6	-27	2.4	4	-2	-4	-7
Cc1cc(C)cc(N2C(=O)CC(Sc3nnnn3-c3ccccc3)C2=O)c1 (stereo not given)	-15	1	2	4	2.1	25	23	-3	-37
CCCN(CC1CC1)C(=O)CSc1ncnc2sccc12	-5	1	-3	-14	-0.4	0	-2	-18	-7
COc1cc(SC)ccc1C(=O)Nc1cc(C)ccn1	-3	0	-9	2	2.9	-6	0	-21	-42
CN(C)c1ccc(C(=S)NCc2ccco2)cc1	2	35	-19	-18	0.1	-42	11	-10	-64
COc1ccc(NC(=S)Nc2ccccc2)c(OC)c1	-4	17	-1	-11	-1.4	-1	4	3	-10
COc1ccccc1C(=O)Nc1ccc(S(=O)(=O)Nc2onc(C)c2C)cc1	-2	-11	-4	1	0.8	1	0	-16	-13
CC1CCN(c2c(NCC3CCC(C(=O)NCc4ccccc4)CC3)c(=O)c2=O)CC1 (stereo not given)	-3	-5	-4	-13	.	-2	-1	6	.
Cc1cccc(-c2c3c(=O)n(C)c(=O)n(C)c3cn2-c2ccccc2O)c1	-8	0	-11	-19	0.3	2	8	-10	-2
COc1cc2ncnc(NCc3ccc(C)o3)c2cc1OC	-10	78*	-2	-9	4.7	9	13	2	-12
COC(=O)c1ccccc1NC(=S)N(Cc1ccc2c(c1)OCO2)Cc1cc2ccc(OC)cc2[nH]c1=O	-6	3	-20	-16	0.7	5	0	-15	-11
O=C1CC(NCc2ccc3c(c2)OCO3)C(=O)N1CCc1ccccc1 (stereo not given)	4	-10	2	-5	-0.2	4	6	16	-2
CC(C)COc1ccc(C(=O)NCc2ccco2)cc1	-4	14	2	-13	-0.5	7	5	-25	-1
O=C(CN1CCC(Cc2ccccc2)CC1)NC(=O)NC1CCCCC1	-13	22	0	-13	20	-3	-4	-17	1
CN(C)c1ccc(C2=NOC(CN3C(=O)c4ccccc4S3(=O)=O)C2)cc1 (stereo not given)	-4	2	-6	-3	12	2	0	-38	-10
O=C(NNC(=O)C1CCCCC1)c1ccc(Br)cc1	0	-9	2	-8	2.8	0	2	-3	-1
CSc1nsc(SC)c1C(=O)Nc1ccc(Cl)cc1	-2	6	-7	-9	0.2	1	1	0	-8
CC(C)(C)c1cc(NCCCn2ccnc2)n2ncc(-c3ccc(Cl)cc3)c2n1	3	2	-3	9	4.0	-27	-8	-3	-6
O=C(/C=C/c1cccs1)c1ccc([N+](=O)[O-])cc1	-1	1	-4	-16	1.3	-9	1	-3	-9
O=C1CCC(=O)N1CN(C(=O)c1ccco1)c1ccccc1	-10	2	6	-10	-0.2	2	0	-9	-10
CCOC(=O)c1c(C)nc(C)c(C(=O)OCC)c1-c1ccc(OC)cc1	-9&-5	6&1	-1&-2	-3&-5	0.1&-0.8	0&1	3&-2	-14&-10	-1&-7
COc1ccc(/C=C(\C#N)c2nc3ccc(C)cc3[nH]2)cc1Oc1ccc(C(F)(F)F)cc1[N+](=O)[O-]	12	22	-1	-3	0.0	-24	-3	-6	-9
CC(C)C(=O)Nc1ccc(Nc2ccccc2)cc1	-3	5	6	-17	20	2	0	-3	-59
CCOC(=O)C1=NN(c2ccccc2)C2=NC(C)=C(C(=O)OC)C(c3ccc(C)cc3)N12 (stereo not given)	-13	3	-17	-14	0.1	8	-1	-12	1
O=C(c1cccc(S(=O)(=O)N2CCCCC2)c1)N1CCc2ccccc21	-32	0	32	4	0.6	-3	-4	-4	-4
C#CCNC(=O)C1=C[C@H](c2ccc(Br)cc2)[C@@H](CCCO)[C@H](OCC)O1	-1	9	4	-3	-0.8	0	-1	.	.

Retrieved by compound from the list above, two records:
SMILES	14-3-3 Bad inh	Hck Nef HTS	TbHK1 inh	EBV gp42 block	zVAD death inh	Runt-SMMHC FRET	Runt-CBFb FRET	NCF1 inh	Mdm2 ligase inh
O=C(c1cccc(S(=O)(=O)N2CCCCC2)c1)N1CCc2ccccc21	-32	0	32	4	0.6	-3	-4	-4	-4
COc1ccc(/C=C(\C#N)c2nc3ccc(C)cc3[nH]2)cc1Oc1ccc(C(F)(F)F)cc1[N+](=O)[O-]	12	22	-1	-3	0.0	-24	-3	-6	-9

Screening results as filed in PubChem BioAssay.
